Gli-Sufu antag: Gli-Sufu pathway antagonists, primary screen, luciferase luminescence, Sufu-KO-LIGHT cells, uHTS; inhibition, % at 5 µM; 340,000 tested, 0.74% active; Sufu-KO-LIGHT fibroblasts, Gli luciferase reporter luminescence; AID 588413, 2011;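 active = inhibition above about 55%, limit read from the data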;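 note: 0% = DMSO-treated cells and 100% = wells with medium but no cells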
CCR6 antagonist: CCR6 receptor antagonists, primary screen, cell-based, CHO-K1, luminescence, beta-arrestin, uHTS. C-C chemokine receptor type 6 (Homo sapiens), P51684. inhibition, % at 20 µM. CHO-K1 CCR6 PathHunter beta-arrestin, CCL20-stimulated. 340,000 tested, 0.49% active;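 active = compounds whose inhibition of the agonist-driven luminescence signal at 20 µM reaches about 50%, limit read from the data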;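 note: cells stimulated with CCL20 at 14 nM final; plate controls were DMSO with CCL20 for no effect and DMSO without agonist for full effect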
EBI2 antag: EBI2 receptor antagonists, beta-arrestin recruitment, primary screen, cell-based, luminescence, 7a,25-OHC stimulation, uHTS | inhibition, % at 5 µM | 360,000 tested, 0.81% active | AID 651636, 2012 | 7a,25-OHC stimulated; in the data active = inhibition above about 38%;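 note: enzyme fragment complementation signal reports receptor beta-arrestin coupling in cells; 0% = agonist plus DMSO wells and 100% = wells without agonist; some results beyond the cut were filed as inactive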
Target sequence (P32249 whole entry, looked up, the tested form may be a part): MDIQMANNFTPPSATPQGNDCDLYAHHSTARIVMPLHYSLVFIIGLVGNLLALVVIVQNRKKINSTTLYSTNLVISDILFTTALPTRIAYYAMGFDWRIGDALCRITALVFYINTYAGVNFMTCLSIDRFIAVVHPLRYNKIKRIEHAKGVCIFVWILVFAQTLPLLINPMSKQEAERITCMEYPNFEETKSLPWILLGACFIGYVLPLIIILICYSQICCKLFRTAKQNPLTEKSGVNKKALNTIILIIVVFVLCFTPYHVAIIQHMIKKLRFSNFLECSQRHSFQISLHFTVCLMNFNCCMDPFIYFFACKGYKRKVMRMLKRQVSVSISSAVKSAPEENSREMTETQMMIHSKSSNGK
UBC13 inh: UBC13 polyubiquitin chain formation inhibitors, primary screen, biochemical, TR-FRET, uHTS; Ubiquitin-conjugating enzyme E2 N (Homo sapiens), P61088; AID 485273, 2010; inhibition, % at 20 µM; 330,000 tested, 0.47% active; in the data active = inhibition above about 45%, passing the limit was not always enough; inconclusive = no clear call, values can overlap the other calls
Target sequence (P61088 whole entry, looked up): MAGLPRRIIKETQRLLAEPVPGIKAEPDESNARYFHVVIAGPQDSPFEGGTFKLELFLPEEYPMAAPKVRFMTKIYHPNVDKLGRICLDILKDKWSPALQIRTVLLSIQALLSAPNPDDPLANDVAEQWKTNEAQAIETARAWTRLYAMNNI
APJ antag: antagonists of human apelin receptor APJ, primary screen, CHO-K1 cells, beta-arrestin complementation, luminescence; AID 2521, 2010; P35414; inhibition, % at 20 µM; 330,000 tested, 0.32% active;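 active = inhibition above about 40% at 20 µM, limit read from the data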;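 note: cells challenged with 10 nM apelin-13 agonist together with compound; plate controls were apelin-13 plus DMSO wells for no effect and DMSO wells lacking apelin-13 for full effect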
APJ ag: agonists of human apelin receptor APJ, primary screen, CHO-K1 cells, PathHunter beta-arrestin, luminescence. P35414. 0% DMSO wells, 100% apelin. activation, % at 20 µM. 330,000 tested, 0.11% active. AID 2520, 2010;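 active = activation more than six SD over the plate average, tested at 20 µM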;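 note: 0% = DMSO alone and 100% = apelin-13 at 10 nM; some results filed as inactive read as strong as hits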
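Test system: CHO-K1 APJ beta-arrestin complementation cell line. Amount: cell density 1000 per well. Controls: DMSO negative, 10 nM Apelin-13 positive. Signal: luminescent beta-gal fragment complementation, chemiluminescent substrate. Read-out basis: agonist-driven arrestin binding to APJ. Timing: compound stimulation 90 min at 25 °C, detection 60 min.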
CXCR6 block: CXCR6 receptor inhibitors, primary screen, cell-based, beta-arrestin, luminescence, CHO-K1 PathHunter, 1536-well; inhibition, % at 20 µM; 360,000 tested, 0.36% active; AID 602244, 2012; in the data active = inhibition above about 34%, passing the limit was not always enough;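 note: antagonist mode with CXCL16 agonist at 10 nM final; 0% = 10 nM CXCL16 with DMSO and 100% = unstimulated wells without agonist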
Target sequence (O00574 whole entry, looked up): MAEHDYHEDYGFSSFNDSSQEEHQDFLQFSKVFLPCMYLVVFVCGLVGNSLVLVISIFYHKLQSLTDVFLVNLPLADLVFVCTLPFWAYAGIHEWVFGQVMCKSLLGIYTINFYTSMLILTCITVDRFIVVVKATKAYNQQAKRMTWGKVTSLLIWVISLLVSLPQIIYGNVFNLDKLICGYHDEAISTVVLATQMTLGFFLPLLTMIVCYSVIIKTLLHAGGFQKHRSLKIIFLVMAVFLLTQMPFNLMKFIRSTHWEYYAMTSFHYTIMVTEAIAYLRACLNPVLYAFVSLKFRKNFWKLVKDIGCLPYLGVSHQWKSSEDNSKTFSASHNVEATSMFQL
ATG4B inh: ATG4B protease inhibitors, primary screen, biochemical, fluorescence, uHTS | Cysteine protease ATG4B (Homo sapiens), Q9Y4P1 | ATG4B cleavage of LC3-PLA2, NBD-HPC fluorescence, 1 h | inhibition, % at 8.33 µM | 340,000 tested, 0.51% active | AID 504462, 2011; in the data active = inhibition above about 40%
An asterisk follows results filed as active; ? = inconclusive; . = no result given. Compounds as they come; 3% or so of the library scored in one or more.

item	molecule	Gli-Sufu antag	CCR6 antagonist	EBI2 antag	UBC13 inh	APJ antag	APJ ag	CXCR6 block	ATG4B inh
1	Cc1ccc(C)c(S(=O)(=O)N/N=C/c2ccc(C(=O)O)cc2)c1	-1	2	-16	-17	5	-3	2	-2
2	Cc1cnc(C(=O)Nc2cccc3cccnc23)cn1	39	56*	12	.	.	.	51*	-2
3	Cc1cc(C(=O)N2CCN(c3ccc([N+](=O)[O-])cc3)CC2)co1	3	18	-6	-4	-17	8	-5	-4
4	O=C1CSC(c2ccc([N+](=O)[O-])cc2)N1CCN1CCCCC1 (centres undefined)	-4	7	2	5	11	-2	0	-7
5	COc1cccc(Nc2nc(-c3ccccc3O)nc3ccccc23)c1	2	12	-1	-19	-7	-1	0	-10
6	C=CCN(C(=O)c1oc2c(Cl)cc(C)cc2c1C)C1CCS(=O)(=O)C1 (centres undefined)	-35	2	4	2	26	4	2	-7
7	O=C(O)C(Cc1ccccc1)N1C(=O)/C(=C/C=C/c2ccco2)SC1=S (centres undefined)	-5	39	-1	.	.	.	7	69*
8	O=C(NCCCN1CCc2ccccc2C1)C1CCN(S(=O)(=O)N2CCC3(CC2)OCCO3)CC1	2	3	3	-6	-6	-3	0	-9
9	CCOC(=O)C1CCCN(c2c(NCCc3ccc(Cl)cc3)c(=O)c2=O)C1 (centres undefined)	-22	12	1	3	-4	-3	-1	-8
10	O=C(Nc1ccc2c(c1)OCO2)c1c(Cl)nc2sccn12	9	-15	-2	7	2	-4	-10	-12
11	O=C(CCN1CCN(c2ccccc2)CC1)Nc1ccc(Cl)cc1	6	0	28	0	-25	15	-7	-11
12	CCOC(=O)c1sc2ncn(/N=C/c3cccnc3)c(=O)c2c1C	2	11	1	-12	-23	1	-2	3
13	Cc1ccc(S(=O)(=O)N2CCN(c3cc4c(cc3[N+](=O)[O-])n(C)c(=O)n4C)CC2)cc1	13	15	1	-15	-21	10	-8	-21
14	Cc1ccc(/C=N/NC(=O)C(C)Oc2ccccc2[N+](=O)[O-])s1 (centres undefined)	-12	5	8	2	-13	0	1	-9
15	Cc1ccn2c(-c3csc(NCc4ccccc4)n3)c(C)nc2c1	-4	6	10	6	15	4	9	11
16	CCOC(=O)CN1C(=O)C(O)(C2CCc3ccccc3C2=O)c2ccccc21 (centres undefined)	-48	-27	-3	-1	-4	-4	2	-18
17	Cc1cc(C)nc(Nc2ncc(O)n2-c2ccc(C)c(C)c2)n1	4	0	-2	-9	-2	-3	-1	9
18	Cc1ccc(S(=O)(=O)N2CCC(C(=O)OCC(=O)N(C)CC(=O)Nc3ccc(F)cc3)CC2)cc1C	-5	-1	-5	4	-5	1	-5	-17
19	O=C1c2cccc3cccc(c23)C(=O)N1CCCCCc1n[nH]c(=S)o1	-14	3	11	-1	7	-2	1	12
20	CC(C)(C)NC(=O)CCN(/N=C/c1ccc([N+](=O)[O-])o1)C1=NS(=O)(=O)c2ccccc21	6	-6	-3	.	.	.	-6	16
21	Cc1cc2c(cc1C)C(=O)C(=O)N2	2	6	3	.	.	.	-5	1
22	Cc1nn(-c2ccccc2)c(N)c1N=O	2	-1	-4	-16	18	-6	-4	-7
23	CC(Nc1nc(-c2ccc(F)cc2)cs1)c1nc2cc(Cl)c(N3CCCCC3)cc2n1CCCO (centres undefined)	45	-3	5	-1	-3	1	-3	1
24	CC(C)Nc1nc(NC(C)C)nc(Nn2cnnc2)n1	-2	8	-9	-8	4	-1	4	-13
25	N#Cc1cc(-c2ccccc2)nc(NN)n1	4	35	9	-4	15	-7	18	-1
26	Cc1ccccc1NC1=NC(=S)N(c2ccccc2)C12CCOC(C)(C)C2 (centres undefined)	8	10	1	3	13	-2	0	-7
27	CCOC(=O)C(NC(=O)c1ccccc1)(Nc1cccc(C)n1)C(F)(F)F (centres undefined)	-1	8	-5	4	4	-1	6	-7
28	CC(C)N1CCN(S(=O)(=O)c2ccccc2)CC1	7	-14	1	2	21	-1	-6	3
29	COC(=O)c1c(C)[nH]c(C(=O)C(C)OC(=O)C2CC2)c1C (centres undefined)	3	4	-13	7	-6	-2	4	-10
30	Cc1nc(-c2cccc(NS(=O)(=O)c3cccc4ccccc34)c2)cs1	2	6	4	-3	12	3	3	-7
31	CCOC(=O)c1c(-c2cccc([N+](=O)[O-])c2)cn2ccccc12	-1	16	-8	-2	14	-2	0	-4
32	O=C(NC1CCCCCC1)C(=S)NCc1ccccc1	-38	17	-6	-8	3	-6	-4	13
33	CCN(c1ccccc1C)S(=O)(=O)c1cc2c3c(c1)CCC(=O)N3CCC2	0	15	-15	9	25	-5	-1	4
34	Cc1ccc(C)c(NC(=S)c2ccccn2)c1	-23	31	5	-2	10	-5	38	-10
35	Cc1ccc(NC(=O)c2sc3ccccc3c2Cl)nc1	-64	12	19	9	15	-3	-1	0
36	O=C(Nc1ccc(Oc2ncnc3cc(Cl)ccc23)nc1)c1cccs1	4	-9	-9	-7	-2	0	7	2
37	COc1ccc(N2CCN(/C(=N\S(=O)(=O)c3ccc(C)cc3)Nc3nc(C)cc(C)n3)CC2)cc1	7	17	-3	-1	-4	-3	-10	-4
38	Cc1cc(C)n(CCOc2ccc(Br)cc2)n1	4	8	-2	-2	-16	0	2	-5
39	CCCN1C(=S)c2ccccc2C1c1ccccc1 (centres undefined)	5	33	-5	?	22	-6	16	7
40	O=C1C2C(c3ccccc3)CC=CC2[C@H](c2ccc(C(F)(F)F)cc2)N1Cc1ccccc1 (some centres undefined)	8	22	-4	-14	12	-1	-7	-6
41	COc1ccc(-c2csc3ncnc(N4CCN(S(=O)(=O)c5ccc(C(C)=O)cc5)CC4)c23)cc1	7	25	29	1	0	-6	5	-5
42	CCN(CC)CC(=O)NN=C(c1ccccc1)c1ccccc1	0	-9	-2	9	19	-2	1	17
43	O=[N+]([O-])c1cc(Cl)ccc1Sc1ccccn1	8	4	2	5	11	-1	2	-6
44	Cc1[nH]nc2c1C(c1cn[nH]c1-c1ccc(F)cc1)C(C#N)=C(N)O2 (centres undefined)	11	5	-4	-10	-11	-3	5	6
45	CC(=O)Nc1ccc(S(=O)(=O)N2CCC(C(=O)NCCC(=O)NCc3ccccc3)CC2)cc1	-9	2	2	-8	2	3	1	-6

11 compounds from above, arranged by number of heavy atoms, largest number first.
item	molecule	Gli-Sufu antag	CCR6 antagonist	EBI2 antag	UBC13 inh	APJ antag	APJ ag	CXCR6 block	ATG4B inh
20	CC(C)(C)NC(=O)CCN(/N=C/c1ccc([N+](=O)[O-])o1)C1=NS(=O)(=O)c2ccccc21	6	-6	-3	.	.	.	-6	16
16	CCOC(=O)CN1C(=O)C(O)(C2CCc3ccccc3C2=O)c2ccccc21 (centres undefined)	-48	-27	-3	-1	-4	-4	2	-18
33	CCN(c1ccccc1C)S(=O)(=O)c1cc2c3c(c1)CCC(=O)N3CCC2	0	15	-15	9	25	-5	-1	4
36	O=C(Nc1ccc(Oc2ncnc3cc(Cl)ccc23)nc1)c1cccs1	4	-9	-9	-7	-2	0	7	2
44	Cc1[nH]nc2c1C(c1cn[nH]c1-c1ccc(F)cc1)C(C#N)=C(N)O2 (centres undefined)	11	5	-4	-10	-11	-3	5	6
12	CCOC(=O)c1sc2ncn(/N=C/c3cccnc3)c(=O)c2c1C	2	11	1	-12	-23	1	-2	3
3	Cc1cc(C(=O)N2CCN(c3ccc([N+](=O)[O-])cc3)CC2)co1	3	18	-6	-4	-17	8	-5	-4
2	Cc1cnc(C(=O)Nc2cccc3cccnc23)cn1	39	56*	12	.	.	.	51*	-2
39	CCCN1C(=S)c2ccccc2C1c1ccccc1 (centres undefined)	5	33	-5	?	22	-6	16	7
25	N#Cc1cc(-c2ccccc2)nc(NN)n1	4	35	9	-4	15	-7	18	-1
21	Cc1cc2c(cc1C)C(=O)C(=O)N2	2	6	3	.	.	.	-5	1

Carrying on:
item	molecule	Gli-Sufu antag	CCR6 antagonist	EBI2 antag	UBC13 inh	APJ antag	APJ ag	CXCR6 block	ATG4B inh
46	CO/N=C(/C)CCS(=O)(=O)c1ccccc1	-2	-3	-7	2	-13	0	6	-4
47	Cc1ccc(/C=C/S(=O)(=O)NCC(=O)OCC(=O)Nc2c(F)cccc2F)cc1	-13	-3	-3	2	10	-3	3	-13
48	Cc1ccc(/C=N/NC(=O)CSc2nc3ccccc3c(=O)n2-c2ccccc2C)s1	6	23	2	-4	17	0	13	31
49	COc1ccc2c(c1)OC[C@H]1[C@H]2N2C(=O)c3ccccc3NC(=O)[C@@]2(C)[C@H]1c1ccccc1	-9	14	4	-1	-1	-2	7	-8
50	O=C(Nc1ccc(F)cc1)c1ccc(C(=O)N2CCCC(O)C2)cc1 (centres undefined)	-2	8	-6	3	1	0	-3	5
51	Cc1c(NC(=O)c2n[nH]c(=O)c3ccccc23)c(=O)n(-c2ccccc2)n1C	6	2	4	-3	3	-3	-7	-5
52	CSc1nc2nc3c(cc2c(=O)[nH]1)C(O)Oc1ccc(C)cc1-3 (centres undefined)	0	6	28	-1	3	-3	2	6
53	CNc1ccc(C=C2C=Cc3ccccc32)cc1	-124	20	11	.	.	.	11	5
54	C=C(C)Cn1c(-c2cccc([N+](=O)[O-])c2)n[nH]c1=S	-3	-1	1	-18	4	0	-4	-3
55	Cn1ncc(Cl)c1C(=O)NC1CCCC1	-3	-17	-1	-9	-3	2	3	-5
56	CCOC(=O)c1sc(NC(=O)Cc2ccc(F)cc2)nc1C	0	7	2	19	16	0	-11	-12

Taken from above:
Value of CSc1nc2nc3c(cc2c(=O)[nH]1)C(O)Oc1ccc(C)cc1-3 (centres undefined) in CXCR6 block: 2
Value of Cn1ncc(Cl)c1C(=O)NC1CCCC1 in APJ antag: -3
